Source: PubChem BioAssay
Eya2 phos inh: blocks the phosphatase activity of human Eya2 | O00167 | Potency, µM (doses to about 76.9 µM), for the others: at the highest dose activity, negative = inhibition, most hits filed as inhibitors | recombinant Eya2, OMFP fluorescence dephosphorylation (OMFP is methylfluorescein phosphate) | 330,000 compounds, 0.006% hits | AID 488837; note: potency is the fitted concentration of half-maximal effect; % is set by controls: 0 for no effect and ±100 for the full control effect
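Eya2 protein (added as 0.2 uM solution) was preincubated with compound for 10 min at ambient temperature in 50 mM HEPES pH 7.5, 50 mM NaCl, 5 uM MgCl2, 0.05% BSA, 1 mM DTT. OMFP (added at 50 uM) then reacted 10 min; fluorescence read at 485/525 nm.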
Tb PFK inh: blocks T. brucei phosphofructokinase. T. brucei PFK, ADP-Glo luminescence. 330,000 compounds, 0.17% hits. AID 485367. Potency, µM (highest dose often 57.5 µM), for the others: top-dose activity, negative = inhibition, most hits filed as inhibitors;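 note: potency is the fitted concentration of half-maximal effect; 0% = uninhibited 1x PFK enzyme wells and -100% = no-enzyme wells; nearly all actives have a fitted effect of over 60% in size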
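1.25 nM PFK with 0.5 mM F6P and 0.1 mM ATP in 0.1 M TEA pH 8.0, 5 mM MgCl2, incubated 45 min at room temperature; ADP measured by ADP-Glo luminescence; compounds titrated up to 57 uM.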
TCR activator: activators of T cell receptors; primary human leukocytes, anti-CD3, IL-2 HTRF, 48 h; Potency, µM (series often up to 9.22 µM), for the others: at the top dose activation of IL-2 secretion, hits mostly activators; 330,000 tested, under 10 active; AID 504894; note: % of control where 0% means no effect
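Primary human leukocytes were stimulated with a-CD3 beads plus compounds for 48 hr without co-stimulation; secreted IL-2 was quantified by HTRF using a-IL-2-K (europium cryptate) and a-IL-2-d2, excited at 320nm with acceptor emission read at 665nm.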
PTAP TSG101 blk: blocks PTAP/TSG101 interaction to inhibit HIV-1 budding; Q99816; Fluorescence polarization, FITC-PTAP peptide / Tsg101 binding; Potency, µM (titrated, usually from 115 µM), without a hit: top-dose activity change, negative = inhibition, actives largely listed as inhibitors; 340,000 tested, under 10 active; active = well fitted inhibition curve with a large enough effect in the main read-out, with a control signal flat, not every such curve was filed as active; inconclusive = small, poorly fitted or top-dose-only effect, or effect the other way, or a change in a side signal; inactive = no such curve, though single readings can be large or run the other way; note: potency is the fitted concentration of half-maximal effect; % of control where 0% means no effect
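Fluorescence anisotropy tracks displacement of a FITC-tagged PTAP peptide (50 nM) from the Tsg101 binding domain (10 uM), following a 20 min room-temperature incubation at pH 7.5.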
ASM inhibitor: inhibitors of human secretory acid sphingomyelinase; P17405; placental ASM, HMU-PC fluorogenic substrate, 60 min; Potency, µM (titrated, usually from 57.5 µM), inactives show at the top dose activity change, negative = inhibition, hits mostly inhibitors; 340,000 compounds, 0.006% hits; AID 504937; note: potency is the fitted concentration of half-maximal effect
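HMU-PC0 cleavage (9 uM final) by human placental ASM, 60 min at 37 °C following 10 min compound exposure at RT; stopped at pH 10, fluorescence Ex 386/Em 447 nm.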
a7 integrin act: integrin-mediated muscular dystrophy alleviation activation | 350,000 compounds, 0.064% hits | Potency, µM (highest dose often 38.3 µM), inactives show at the highest dose activation, usual class: activators | alpha7betagal myoblasts, beta-gal FDG fluorescence, 48 h;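 note: potency is the fitted concentration of half-maximal effect; 100% = response of the positive control SU9516; nearly all actives have a fitted effect of over 60% in size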
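alpha7betagal+/- myoblasts (passage 13, 250/well) treated 48 h at 37C with compounds at 1:260 dilution of DMSO stock. Lysed, then beta-galactosidase activity read as FDG fluorescence (ex 480/em 540) after 30 min, with pre-read for autofluorescence.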
A-T KAP1 phos: potential ataxia-telangiectasia treatments restoring KAP-1 phosphorylation; AID 485349; 320,000 compounds, 0.19% hits; Potency, µM (highest dose often 57.5 µM), for inactives: top-dose activation, hits mostly activators; […] A-T fibroblasts, KAP-1 phosphorylation AlphaLISA; neocarzinostatin DNA damage 30 min before lysis; note: potency is the fitted concentration of half-maximal effect; % of control where 0% means no effect; nearly all actives have a fitted effect of over 45% in size
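ATM-like activity read as KAP-1 phosphorylation via AlphaLISA donor/acceptor antibody pairs after lysis and 6 hr at 25C. Cells were ATM-null patient fibroblasts ([…], hTERT), dosed 60 min, then exposed to the DSB inducer NCS for 30 min.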
ELG1 DNA repair: ELG1-dependent DNA repair inhibition; HEK293T ELG1-luciferase reporter, luminescence, 16 h; DNA damage induced by 5-fluorouridine; Potency, µM (highest dose often 46.1 µM), inactives show at the top dose activity change, negative = inhibition, usual class: inhibitors; 330,000 compounds, 2.3% hits; note: potency is the fitted concentration of half-maximal effect; % is set by controls: 0 for no effect and ±100 for the full control effect; nearly all actives have a fitted effect of over 55% in size
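Reporter activity after DNA damage by 5-fluorouridine is monitored. Compound-treated cells incubate 16 hr at 37 °C, then ONE-Glo is added for 30 min before luminescence reading.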
BCR signal inh: blocks chronic active B-cell receptor signaling; ABC-DLBCL IkBa-CBG/CBR reporter, luminescence ratio, 4 h; Potency, µM (highest dose often 46.1 µM), without a hit: at the top dose ratio change, negative = lower green/red ratio, usual class: inhibitors; 340,000 compounds, 0.05% hits; AID 493014; active = well fitted inhibition curve with a large enough effect in the signal ratio, with a control signal flat, not every such curve was filed as active; inconclusive = small, poorly fitted or top-dose-only effect, or effect the other way, or a change in a side signal; the % refers to the signal ratio;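 note: potency is the fitted concentration of half-maximal effect; plate controls were basal doxycycline-induced cells for no effect and cells given 10 µM MG132 for full effect; MG132 reads +100%, hits lower the ratio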
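TMD8 ABC-DLBCL cells carrying doxycycline-inducible green luciferase fused to IkappaBalpha plus unfused red luciferase were exposed to compounds (up to 46 uM) for 4 hrs at 37C. Activity came from the overlap-corrected green/red luminescence ratio.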
TSHR antag: blocks TSH signaling through the human TSH receptor; P16473; TSHR-expressing cells, TSH-stimulated cAMP HTRF, 2 h; hits give low values; activity change, negative = inhibition, % at 11.5 µM; 330,000 compounds, 0.2% hits; AID 504810;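 active = activity change below a set negative limit, meaning inhibition stronger than a set level, cut at about -70% in these data; inconclusive = activity change between two set negative limits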; note: % is set by controls: 0 for no effect and ±100 for the full control effect
Target sequence (P16473 whole entry, looked up): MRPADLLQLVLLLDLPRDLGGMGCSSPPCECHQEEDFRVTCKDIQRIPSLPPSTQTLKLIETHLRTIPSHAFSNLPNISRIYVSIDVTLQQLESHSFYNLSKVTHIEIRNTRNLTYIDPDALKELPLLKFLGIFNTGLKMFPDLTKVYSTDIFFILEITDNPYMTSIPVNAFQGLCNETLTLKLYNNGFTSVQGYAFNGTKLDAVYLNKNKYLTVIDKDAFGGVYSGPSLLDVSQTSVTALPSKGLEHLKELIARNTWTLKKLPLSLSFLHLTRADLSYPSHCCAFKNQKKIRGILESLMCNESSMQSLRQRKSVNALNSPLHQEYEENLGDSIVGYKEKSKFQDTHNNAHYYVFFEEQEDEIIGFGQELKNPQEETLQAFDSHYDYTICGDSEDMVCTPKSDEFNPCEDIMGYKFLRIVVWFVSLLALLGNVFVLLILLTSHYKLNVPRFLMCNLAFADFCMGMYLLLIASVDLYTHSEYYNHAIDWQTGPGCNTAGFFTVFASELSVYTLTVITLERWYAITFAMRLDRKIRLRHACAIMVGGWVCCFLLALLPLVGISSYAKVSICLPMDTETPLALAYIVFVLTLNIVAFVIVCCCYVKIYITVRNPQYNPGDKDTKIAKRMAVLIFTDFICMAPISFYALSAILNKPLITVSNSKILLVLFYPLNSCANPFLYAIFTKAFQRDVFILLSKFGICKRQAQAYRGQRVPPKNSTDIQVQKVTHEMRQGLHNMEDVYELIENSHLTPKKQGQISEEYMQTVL
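TSHR-expressing cells were treated with compounds, then stimulated with TSH at EC80 (4nM final) for 2 hours at 37 deg C. Cellular cAMP was measured by HTRF competition between lysate cAMP and cAMP-d2 for a cryptate-labelled anti-cAMP antibody.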
Mito fusion act: mitochondrial division inhibition or fusion activation; 320,000 compounds, 0.23% hits; Potency, µM (doses to about 46.1 µM), for the others: top-dose growth rescue (activation), usual class: activators; S. cerevisiae fusion-defective mutant growth rescue, CellTiterGlo 48 h; AID 485298;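 note: potency is the fitted concentration of half-maximal effect; % of control where 0% means no effect; nearly all actives have a fitted effect of over 45% in size; temperature-sensitive fusion mutants such as fzo1-1 at 37 °C on non-fermentable ethanol glycerol medium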
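Luminescent cell viability in 1536-well qHTS format served as the measure of rescued growth in ts fusion-mutant S. cerevisiae cultured on non-fermentable YPEG for 48 hours at 37C.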
An asterisk follows results filed as active; ? = inconclusive; · = no result given; & = joins results of further samples; [ ] = dose if it differs, or a comment. Unless noted, calls come from the whole dose curve; as a rule, active = well fitted curve in the direction sought with a large enough effect; inconclusive = small, poorly fitted or top-dose-only effect, or another doubt; inactive = no such curve, though single readings can be large; an effect the other way counts as inactive or inconclusive.

no.	SMILES	Eya2 phos inh	Tb PFK inh	TCR activator	PTAP TSG101 blk	ASM inhibitor	a7 integrin act	A-T KAP1 phos	ELG1 DNA repair	BCR signal inh	TSHR antag	Mito fusion act
1	Cc1ccc(OCC(O)Cn2c(N)nc3c2c(=O)n(C)c(=O)n3C)cc1 (stereo not given)	6%	-1%	17%	-8%	2%	14%	1%	?	?	4	4%
2	O=C(OCC#CCSc1nnc(-c2cccc3ccccc23)o1)c1cnc[nH]1	4%&-5%	0%&-2%	-18%	-4%	4%	·	9%&-1%	-20%	?	-1&-6	-6%
3	COc1ccc(C(=O)Nc2ccnn2C2CCN(CC3CC=CCC3)CC2)cc1 (stereo not given)	3%	1%	-2%	·	1%	-34%	5%	-18%	0%	15	1%
4	O=C(Oc1cccc(Br)c1)c1cccnc1	-22%	-8%	-1%	-1%	0%	7%	5%	6%	-13%	2	-2%
5	CCOC(=O)c1ccc(NS(=O)(=O)c2c(C)n(C)c(=O)n(C)c2=O)cc1	-17%	-2%	-10%[46.1 µM]	-4%	-1%	0%	-3%	2%	-8%	-11	0%
6	CC1CN(c2oc(-c3ccco3)nc2C#N)CC(C)O1 (stereo not given)	8%	-20%	-1%	0%	0%	12%	-13%	-1%	2%	8	6%
7	CC(/C=C/c1ccccc1)=N\NC(=O)CCc1ccccc1	1%	-4%	0%	-7%	0%	22%	0%[11.5 µM]	10%	-2%	-1	-6%
8	Cc1cc(C)c(NC(=O)CNC(=O)c2cc(C3CC3)nn2-c2ccccc2)c(C)c1	-7%	-1%	1%	-6%	-2%	-1%	3%	-7%	-5%	-4	4%
9	CCCCCC(O)CCCC(=O)O (stereo not given)	2%	·	-2%	0%	5%	·	·	·	·	-7	-9%
10	O=C(CC1SCCNC1=O)Nc1ccc(F)c(Cl)c1 (stereo not given)	6%	-26%	·	-2%	3%	12%	1%	?	0%	-2	4%
11	CC(=O)c1sc2nc(-c3ccccc3)cc(C)c2c1N	-11%	1%	-2%	-2%	6%	?	12%	-6%	-1%	-8	5%
12	CC1CN(CC(=O)Nc2ccc([N+](=O)[O-])cc2Br)CC(C)O1 (stereo not given)	-5%	1%	9%	-3%	-3%	-19%	20%	?	-3%	12	4%
13	CCOc1ccccc1NC(=O)[C@@H](NC(=O)c1cccc(S(=O)(=O)N2CCOCC2)c1)C(C)C	-3%	-1%	2%	-15%	2%	-21%	1%	?	-1%	4	-6%
14	CCc1cc2c(=O)c(-c3ccon3)c(N)oc2cc1OC	15%	0%	·	-5%	2%	-6%	16%	?	8%	-9	16%
15	Cc1cc(NC(=O)C2CCCC2)n(-c2nc3ccccc3[nH]2)n1	3%	1%	-2%	-5%	?	-11%	1%	-7%	?	-19	-1%
16	Cc1ccc(C)c(-c2cc(C(=O)NN3CCOCC3)c3ccccc3n2)c1	6%	3%	-1%	0%	-1%	0%	-2%	5%	3%	-5	1%
17	COC(=O)c1ccc(N2CCN(S(=O)(=O)c3ccc4ccccc4c3)CC2)c([N+](=O)[O-])c1	0%	-14%	-7%	-2%	-8%	-46%	-2%	-20%	14%	-20	-3%
18	O=C1CC(N2CCN(C(c3ccccc3)c3ccccc3)CC2)C(=O)N1 (stereo not given)	14%	-7%	3%	-9%	3%	0%	6%	-1%	-1%	-14	0%
19	CCOC(=O)CNC(=O)/C=C/c1c(Cl)cccc1Cl	4%	1%	1%[46.1 µM]	0%	4%	4%	3%	?	-1%	-1	2%
20	CSCCC(NC(=O)C1CCC(C)CC1)C(=O)N1CCN(c2ccccn2)CC1 (stereo not given)	-21%	2%	9%	-9%	2%	32%[7.66 µM]	-3%	0%	-9%	3	0%
21	O=C1/C(=C\c2ccsc2)N2CCC1CC2	1%	-10%	2%	-3%	-2%	-19%	3%	16%	0%	-7	-2%
22	CC(C)(C)[C@H]1C=C(C(=O)NCc2nc3ccccc3[nH]2)O[C@@H](OCc2ccc(CO)cc2)C1	2%	-3%	-2%	-1%	-2%	10%	-10%	?	?	-1	-12%
23	CC(C)(C)C(=O)Nc1ccc(N2CCN(c3ccc(C(F)(F)F)cn3)CC2)nc1	8%	1%	8%	-1%	0%	-5%	1%	9.2µM*	?	-1	0%
24	Cc1ccc(NC(=O)CN2C(=O)NC(Cc3c[nH]c4ccccc34)C2=O)cc1S(=O)(=O)N1CCCCC1 (stereo not given)	-6%	-4%	-8%[46.1 µM]	-4%	-13%	9%	1%	?	?	-5	-4%
25	O=Cc1cn(-c2ccccc2)nc1-c1cc2c(ccc3ccccc32)oc1=O	-12%	3%	4%	0%	·	7%	·	19%	1%	8	2%
26	COc1ccc2c(C(=O)c3ccc(Cl)cc3)n(CCCC(N)=O)[n+]([O-])c2c1	10%	-13%	0%	-3%	-1%	-7%	33%	18%	-20%	13	4%
27	CCC1CCCCN1C(=O)COC(=O)c1cc(=O)[nH]c2ccccc12 (stereo not given)	9%	4%	-3%	-1%	24%	17%	-1%	?	?	·	·
28	Cc1nc(NCCc2ccccc2)sc1C(=O)O	-19%	0%	2%	-1%	1%	0%	-2%	?	-1%	-10	-17%
29	Cc1ccc(NC(=O)C(=O)NCc2ccccn2)cc1	2%	0%	1%	0%	-1%	-15%	-2%	?	?	-3	-3%
30	CCC1CCCCN1CCCNC(=O)C1CC(=O)N(CCc2ccccc2)C1 (stereo not given)	4%	3%	0%	-2%	1%	10%	0%	?	-2%	11	16%
31	Cc1ccc2nc(SCC3CCCCO3)[nH]c2c1 (stereo not given)	-8%	-1%	2%	-2%	1%	27%	16%	?	?	-1	-10%
32	Cc1ccc2nc3c(c(Nc4ccc5c(c4)OCCO5)c2c1)CCC3	4%	1%	4%[46.1 µM]	1%	-3%	-53%[inhibitor]	-4%	-21%	0%	-1	-5%
33	COc1ccccc1NC(=O)CN1CCCCCC1	7%	-1%	0%	-4%	30%	-3%	3%	20%	?	0	-2%
34	CCc1ccccc1NC(=O)Nc1cccn(Cc2ccc(F)cc2)c1=O	10%	-5%	5%	-11%	-13%	7%	3%	-14%	-8%	-11	-12%
35	COc1ccc(CNc2nc3ccc(C)cc3s2)c(OC)c1OC	-12%	-3%	0%	-6%	3%	24%	15%	?	-3%	-18	-4%
36	COc1ccc(C(=O)Nc2nc(-c3ccccn3)cs2)cc1S(=O)(=O)N1CCOCC1	-29%	0%	·	-9%	-2%	-34%	-25%	4.1µM*	-6%	·	·
37	CN(CC(=O)Nc1cccnc1)S(=O)(=O)c1cc(Cl)ccc1Cl	9%	-4%	·	·	-4%	3%	-5%	-8%	0%	0	7%
38	O=C(Nc1ccc(-n2cnnn2)cc1)C1CCC1	-10%	-1%	1%	-10%	3%	3%	14%	-11%	0%	34	1%

Some entries already given, reduced to Eya2 phos inh, ASM inhibitor and Tb PFK inh.
| nr | SMILES | Eya2 phos inh | ASM inhibitor | Tb PFK inh |
| --- | --- | --- | --- | --- |
| 32 | Cc1ccc2nc3c(c(Nc4ccc5c(c4)OCCO5)c2c1)CCC3 | 4% | -3% | 1% |
| 33 | COc1ccccc1NC(=O)CN1CCCCCC1 | 7% | 30% | -1% |

Sorted by SMILES length (smallest number first): part of the list above.
no.	SMILES	Eya2 phos inh	Tb PFK inh	TCR activator	PTAP TSG101 blk	ASM inhibitor	a7 integrin act	A-T KAP1 phos	ELG1 DNA repair	BCR signal inh	TSHR antag	Mito fusion act
31	Cc1ccc2nc(SCC3CCCCO3)[nH]c2c1 (stereo not given)	-8%	-1%	2%	-2%	1%	27%	16%	?	?	-1	-10%
38	O=C(Nc1ccc(-n2cnnn2)cc1)C1CCC1	-10%	-1%	1%	-10%	3%	3%	14%	-11%	0%	34	1%
36	COc1ccc(C(=O)Nc2nc(-c3ccccn3)cs2)cc1S(=O)(=O)N1CCOCC1	-29%	0%	·	-9%	-2%	-34%	-25%	4.1µM*	-6%	·	·
